MBD2 DNA inh = blocks human MBD2 binding to methylated DNA | Q9UBB5 | TR-FRET, MBD2 binding to methylated oligonucleotide | inhibition, % at 4.4 µM | 370,000 compounds, 0.31% hits | AID 686964; in the data active means inhibition above about 13%
proKLK7 act = activates the human kallikrein-7 zymogen | P49862 | purified proKLK7, EDANS-DABCYL substrate fluorescence; 100% is mature enzyme control, 0% vehicle | activation, % at 7 µM | 370,000 compounds, 0.9% hits | AID 652039;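 active means activation above the mean of all tested compounds plus 3 SD, computed per campaign excluding outliers beyond control limits, cut at about 13% in these data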
UHRF1 binding = UHRF1 methyl-DNA binding inhibition; Q96T88; UHRF1 binding to methylated oligo, TR-FRET; inhibition, % at 4.4 µM; 370,000 compounds, 0.75% hits; in the data active means inhibition above about 21%;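 further: UHRF1 SRA domain binding a hemimethylated CpG hairpin DNA probe; 0% = median of test compound wells and 100% = reference inhibitor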
TDP2 inh = blocks human TDP2 phosphodiesterase activity; O95551; recombinant TDP2, T5PNP hydrolysis, p-nitrophenol absorbance 415 nm; inhibition, % at 12.8 µM; 370,000 compounds, 0.34% hits; AID 720702;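 active means inhibition above the mean of all tested compounds plus 3 SD, set per campaign, cut at about 25% in these data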;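 further: 0% = DMSO with enzyme and 100% = buffer with substrate but no TDP2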
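Read-out basis: percent inhibition. System: recombinant human TDP2. Buffer or medium: Mg2+-containing Tris-HCl buffer, pH 7.5. Repeats: single replicate. Timing: reaction 2 h, 37 °C. Benchmarks: high control without enzyme, low control DMSO plus TDP2. Probe or stimulus: 5 mM T5PNP. Doses: 12.8 µM only. Measured by: epi absorbance of p-nitrophenol freed from T5PNP by hydrolysis.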
LEDGF integ inh = blocks HIV-1 LEDGF/p75-dependent DNA integration; 370,000 compounds, 0.64% hits; AID 743269; TR-FRET IN-LEDGF/p75 DNA integration, Eu/Cy5; inhibition, % at 3.7 µM;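 active means inhibition above the screen-wide mean plus 3 SD, cut at about 13% in these data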;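 further: signal is the Cy5 over europium emission ratio at 671 and 618 nm; 0% = plate median of compound wells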
PRMT1 inh = inhibitors of human PRMT1 | 370,000 compounds, 1.3% hits | inhibition, % at 2.79 µM | AID 652257 | recombinant PRMT1, activity-based probe fluorescence polarization;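 active means inhibition above about 21% made by adding two undisclosed values, limit read from the data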
DDE Tn6 FP inh = disrupts Tn6 cyclic peptide binding to fibrin D-Dimer-E complex; P02675; Fibrin DD(E) TRITC-Tn6 fluorescence polarization displacement; inhibition, % at 8.3 µM; 370,000 compounds, 0.21% hits;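 active means inhibition above a per-campaign cutoff: mean of compounds within control limits plus 3 SD, cut at about 15% in these data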;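 further: 0% = median of all compound wells on the plate and 100% = blocking peptide control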
TCR-CD3 inh = human TCR-CD3 binding inhibition. inhibition, % at 9.4 µM. TAMRA-labeled TCR probe fluorescence, biochemical. 360,000 compounds, 0.37% hits; in the data active means inhibition above about 19%;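 further: recombinant mutant TCR 2C K166C tagged with TAMRA read by polarization; 0% = receptor in buffer alone and 100% = receptor with positive control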
DDE Tn7 FP inh = inhibitors of Tn7 peptide binding to human fibrin DD(E) | AID 720508 | FP displacement of FITC-Tn7 peptide from fibrin DD(E); 0% = median of compound wells per plate | inhibition, % at 8.3 µM | P02675 | 370,000 compounds, 0.13% hits;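 active means inhibition above the mean of compounds falling within the control limits plus 3 SD of them, cut at about 14% in these data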;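 further: 0% = plate median of compound wells and 100% = 10 µM Aha-Tn7 peptide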
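Test system – human fibrin DD(E) · Times – 10 min preincubation, 3 h with tracer, room temperature · Detection – fluorescence polarization of the labelled Tn7 tracer · Measure – percent inhibition normalized to high-control wells · Benchmarks – high control wells with 10 µM unlabelled Aha-Tn7 peptide (full inhibition) · Repeats – singlicate testing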
SIAE primary = inhibitors of human sialic acid acetylesterase SIAE | inhibition, % at 9.66 µM | 370,000 compounds, 0.69% hits | SIAE FP-Rh probe binding, fluorescence polarization;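 active means inhibition above a cutoff: mean of compounds within the control limits plus 3 SD of those, cut at about 17% in these data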;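 further: 0% = plate median of compound wells and 100% = probe without SIAE protein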
* marks the source's active call; other numbers are inactive results; & = joins results of further samples.

SMILES,MBD2 DNA inh,proKLK7 act,UHRF1 binding,TDP2 inh,LEDGF integ inh,PRMT1 inh,DDE Tn6 FP inh,TCR-CD3 inh,DDE Tn7 FP inh,SIAE primary
COc1ccccc1NC(=O)C1CCN(S(=O)(=O)c2ccc3c(c2)NC(=O)C(C)S3)CC1 (centres undefined),5,0.0,0,-3,-1,2,-3,-4,-2,-9
CCOC(=O)CC1C(=O)NCCN1S(=O)(=O)c1ccccc1Cl (centres undefined),6,-0.5,-3,-1,-1,2,5,4,3,-2
O=C(C1CC(=O)N(C2CCCCC2)C1)N1CCc2ccccc21 (centres undefined),-6,0.6,1,-1,-3,5,-3,-5,-1,-4
C=CCSc1nc(N(CC)CC)c2sccc2n1,-5,-0.3,-2,3,-1,-2,-3,7,-10,-1
COC(=O)[C@]12C[C@H](CC(=O)NCCc3ccccc3OC)C(=O)N(Cc3ccc4c(c3)OCO4)C1=C[C@H](COCc1ccccc1)O[C@@H]2C,6,1.1,0,-4,-1,6,7,-3,-11,-1
O/N=C/c1ccc(OCc2ccccc2)c(Cl)c1,4,0.0,1,-1,2,3,-7,-3,-1,-3
COc1ccc(NC(=O)COc2ccccc2)cc1Cl,1,0.1,-4,-2,3,-3,-12,4,-2,-9
Cc1ccc(NS(=O)(=O)c2ccc(NS(=O)(=O)c3cccs3)cc2)cc1,1,0.3,0,3,4,-2,-1,1,-1,-5
CCN(CC)c1nc2c(c(=O)[nH]c(=O)n2C)n1Cc1ccccc1Cl,1,-0.3,5,-17,2,-2,3,0,-3,2
C#CCN(C(=O)C1CCC(=O)N(CCc2cccc(F)c2)C1)C1CCCCC1 (centres undefined),-3,-0.2,-1,-1,2,-2,6,-1,8,-2
CC1=C(C#N)C2C(/C1=N/O)C2(C)C (centres undefined),-1,0.3,13,-4,-1,0,5,-6,6,-2
CCN(CC)CCNC(=O)c1cc(Br)c(N)cc1OC,-1,-0.8,1,-5,-5,3,8,-9,0,-1
COCCn1c(SCC(=O)N2CCCCCC2)nnc1-c1ccco1,6,-0.1,3,-1,-5,6,-6,2,6,-4
CCc1ccc(NC(=S)Nc2cccc3cnccc23)cc1,-9,1.3,-1,38*,6,-2,-2,4,-9,10
Cc1nn(C)c(NC(=O)c2ccc(Cl)cc2)c1Cl,-1,-0.6,0,-7,-4,4,-7,-2,1,-8
Cc1ccc(C2CC(C(F)F)n3ncc(C(=O)Nc4cnn(Cc5ccccc5C)c4)c3N2)cc1 (centres undefined),5,0.1,0,-12,-2,1,-2,7,-2,6
CCC(=O)NC(=S)NNC(=O)c1ccc([N+](=O)[O-])cc1,4,1.0,0,-1,0,7,11,13,-1,2
COc1ccc(N2CCN(CC(=O)c3ccccc3)CC2)cc1,-4,0.2,-2,23,-4,3,-2,3,-6,14
O=[N+]([O-])c1ccccc1N/N=C/c1cccc(O)c1O,-9,0.9,12,22,-1,-2,0,-5,3,-15
Cc1ccc(NC(=O)CSc2nnc(CCC(=O)O)c(=O)[nH]2)cc1,3,-0.4,2,2,-1,8,-4,-4,0,5
COc1ccc(C(=O)/C=C/C(=O)N(Cc2ccccc2OC)C(C(=O)NC2CCCCC2)c2ccncc2)c(O)c1 (centres undefined),2,-0.9,6,-6,-1,2,1,-2,1,-2
CC(OC(=O)c1ccc(F)c(S(=O)(=O)N2CCOCC2)c1)C(=O)NCC1CCCCC1 (centres undefined),3,-0.6,0,1,-9,1,-2,0,0,8
COC(=O)c1cc2c(=O)c3ccccc3oc2nc1/C=C/N(C)C,9,-3.7,6,1,10,14,-7,-6,0,-19
Cc1noc(C)c1CSCC(=O)Nc1ccc(OC(F)F)c(Cl)c1,-2,-0.6,-1,3,-3,-2,-4,6,-2,-7
COC(=O)C[C@H]1C=C[C@H](NC(=O)Cc2ccccc2)[C@@H](CO)O1,2,-0.4,3,9,-6,2,0,-6,-1,5
CCN(Cc1ccccc1)Cc1cccc([N+](=O)[O-])c1,-5,-0.1,-4,2,0,0,-4,-1,-1,-6
O=C(NCCN1CCOCC1)c1ccc(Cl)c(S(=O)(=O)N2CCCCCC2)c1,7,-0.5,8,-5,6,1,4,-6,4,-3
O=C1CN(C(=O)Cn2ncc(Cl)c(Cl)c2=O)c2ccccc2N1,1,0.7,-6,6,5,0,4,8,-1,6
CCOC(=O)NC(=O)c1cn(Nc2ccccc2C(F)(F)F)c(=O)[nH]c1=O,-5,-0.3,-1,16,-4,-3,0,12,3,4
O=C(NCc1cc([N+](=O)[O-])ccc1O)c1cccnc1Sc1ccccc1Cl,0,0.1,1,4,-1,0,3,1,-2,-3
C=CCNC(=O)c1onc(CSc2ccc(F)cc2)c1C(=O)NCC=C,-3,0.3,1,-7,0,-2,6,-2,0,1
N#CCSc1nc(-c2ccccc2)cs1,2,0.1,-1,2,-1,-3,5,-1,12,5
COc1ccc(C(=O)CN2C(=O)NC(C)(c3ccc(C)cc3)C2=O)cc1OC (centres undefined),1,0.1,-2,2,0,-2,6,1,1,-8
CCOc1ccccc1CN1CCNC(=O)C1CC(=O)N(C)Cc1nonc1C (centres undefined),0,-0.1,1,-8,4,0,1,-7,1,1
COc1ccc(CN2CCN(C3CCC3)CC2CCO)c(F)c1 (centres undefined),-2,-0.3,1,8,2,-1,2,0,0,0
CCCOc1ccc(N2C(=O)CC(NNC(=O)c3ccc(COc4ccccc4)o3)C2=O)cc1 (centres undefined),1,0.0,-1,0,2,1,4,-3,-4,-6
O=C(CCc1nnc(CCCCc2ccccc2)o1)NCCN1CCCCC1=O,-3,-0.3,-1,-6,3,-4,-5,3,0,-2
Cc1cc(C)c2nc(SCC(=O)NCCC3=CCCCC3)cc(C)c2c1,-3,0.2,1,1,0,2,6,-2,5,3
NC(=O)c1ccc(/C=N/O)[n+](Cc2ccccc2)c1,-3,-0.6,0,-21,4,-1,-4,-3,-1,6
COc1ccc(C2CC(=O)c3c(O)cc(O)cc3O2)c(CC=C(C)C)c1OC (centres undefined),3,2.0,1,-9,1,-3,-2,-1,2,-8

A different layout for part of the listing above:
Every second line gives: MBD2 DNA inh, proKLK7 act, UHRF1 binding, TDP2 inh, LEDGF integ inh, PRMT1 inh, DDE Tn6 FP inh, TCR-CD3 inh, DDE Tn7 FP inh, SIAE primary
COC(=O)C[C@H]1C=C[C@H](NC(=O)Cc2ccccc2)[C@@H](CO)O1
→ 2, -0.4, 3, 9, -6, 2, 0, -6, -1, 5
CCN(Cc1ccccc1)Cc1cccc([N+](=O)[O-])c1
→ -5, -0.1, -4, 2, 0, 0, -4, -1, -1, -6
O=C(NCCN1CCOCC1)c1ccc(Cl)c(S(=O)(=O)N2CCCCCC2)c1
→ 7, -0.5, 8, -5, 6, 1, 4, -6, 4, -3
O=C1CN(C(=O)Cn2ncc(Cl)c(Cl)c2=O)c2ccccc2N1
→ 1, 0.7, -6, 6, 5, 0, 4, 8, -1, 6
CCOC(=O)NC(=O)c1cn(Nc2ccccc2C(F)(F)F)c(=O)[nH]c1=O
→ -5, -0.3, -1, 16, -4, -3, 0, 12, 3, 4
O=C(NCc1cc([N+](=O)[O-])ccc1O)c1cccnc1Sc1ccccc1Cl
→ 0, 0.1, 1, 4, -1, 0, 3, 1, -2, -3
C=CCNC(=O)c1onc(CSc2ccc(F)cc2)c1C(=O)NCC=C
→ -3, 0.3, 1, -7, 0, -2, 6, -2, 0, 1
N#CCSc1nc(-c2ccccc2)cs1
→ 2, 0.1, -1, 2, -1, -3, 5, -1, 12, 5
COc1ccc(C(=O)CN2C(=O)NC(C)(c3ccc(C)cc3)C2=O)cc1OC (centres undefined)
→ 1, 0.1, -2, 2, 0, -2, 6, 1, 1, -8
CCOc1ccccc1CN1CCNC(=O)C1CC(=O)N(C)Cc1nonc1C (centres undefined)
→ 0, -0.1, 1, -8, 4, 0, 1, -7, 1, 1
COc1ccc(CN2CCN(C3CCC3)CC2CCO)c(F)c1 (centres undefined)
→ -2, -0.3, 1, 8, 2, -1, 2, 0, 0, 0
CCCOc1ccc(N2C(=O)CC(NNC(=O)c3ccc(COc4ccccc4)o3)C2=O)cc1 (centres undefined)
→ 1, 0.0, -1, 0, 2, 1, 4, -3, -4, -6
O=C(CCc1nnc(CCCCc2ccccc2)o1)NCCN1CCCCC1=O
→ -3, -0.3, -1, -6, 3, -4, -5, 3, 0, -2

The list goes on.
SMILES,MBD2 DNA inh,proKLK7 act,UHRF1 binding,TDP2 inh,LEDGF integ inh,PRMT1 inh,DDE Tn6 FP inh,TCR-CD3 inh,DDE Tn7 FP inh,SIAE primary
Cc1ccc2c(c1)NC(=O)C(CC(=O)NCCN(CC(C)C)CC(C)C)O2 (centres undefined),0,0.1,3,-6,4,-6,-1,-5,0,1
Cc1ccc([N+](=O)[O-])cc1NC(=O)CN(C(=O)c1ccccc1Cl)C1CCCCC1,-2,-0.1,3,-1,-5,3,10,-2,-4,-4
CC(C)C[C@H]1CNC(=O)C(=O)N1C[C@H]1CCCN1C[C@H](CC(C)C)N1C[C@H](Cc2ccccc2)N(CC2CCCCC2)C(=O)C1=O,-2,-1.0,1,-13,9,-8,8,5,0,2
COc1ccc(NC(C)=O)cc1S(=O)(=O)NC(Cc1ccccc1)C(=O)NCc1ccccc1C (centres undefined),0,0.2,1,-14,5,-2,-1,-1,-7,3
CCOC(=O)c1cc(C#N)c(SCC(=O)c2cc(C#N)c(SC)nc2C)[nH]c1=O,-9,1.9,-11,-9,1,6,7,0,-4,-7
CCCn1c(N)c(N(CCOC)C(=O)c2cccc(F)c2)c(=O)[nH]c1=O,-1,0.0,3,-9,4,-6,1,-1,-1,3
O=C(Nc1ccccc1)C1Cc2c(-c3ccc(Cl)cc3)ccnc2O1 (centres undefined),-7,0.3,-4,3,-2,0,-5,-2,6,-4
C/C(N)=C(/C#N)C(=O)CSc1nc(C2CCCCC2)n(-c2ccccc2)n1,4&9,0.7&-0.3,0&3,-8&-5,-3&0,3&4,-3&-11,-4&2,3&4,-4&-9
Cc1cccc(CN2CCN(C3CN(Cc4cn(Cc5ccccc5)nn4)S(=O)(=O)C3)CC2)c1 (centres undefined),5,0.7,14,9,6,-8,0,4,-3,-3
Cc1cc(=O)oc2cc(OCC(=O)Nc3ccccc3C(=O)O)ccc12,0,-0.1,-2,7,-1,3,6,1,5,-4
CCC(C(=O)Nc1ccccc1C(=O)N1CCCC1)N1C(=O)c2ccccc2C1=O (centres undefined),2,-0.7,4,-8,1,3,0,0,0,-6
O=C(COC(=O)c1ccccn1)Nc1ccccc1OC(F)F,2,-0.2,1,-4,5,-6,-13,1,0,6
